# Compound activity as filed in PubChem.
# 14-3-3 Bad inh: disrupts binding of bovine 14-3-3 zeta to phospho-Bad peptide. inhibition, % at 21.7 µM. P63103. hit rate 0.71% among 220,000. AID 781. TR-FRET 14-3-3zeta/Dy647-pBad peptide displacement, 1 h;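 active = inhibition above about 70%, limit read from the data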;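 also: 0% = full 14-3-3 plus peptide FRET controls and 100% = background without 14-3-3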
# Target sequence (P63103 whole entry, looked up): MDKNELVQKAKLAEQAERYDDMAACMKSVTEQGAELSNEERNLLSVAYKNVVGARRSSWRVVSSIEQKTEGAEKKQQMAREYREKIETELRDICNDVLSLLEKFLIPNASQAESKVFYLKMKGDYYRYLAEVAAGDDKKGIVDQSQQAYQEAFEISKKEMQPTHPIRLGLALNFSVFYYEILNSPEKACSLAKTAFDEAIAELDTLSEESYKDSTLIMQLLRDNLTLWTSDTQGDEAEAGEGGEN
# Runt-CBFb FRET: inhibitors of human RUNX1 Runt domain binding to CBFb; inhibition, % at 20 µM; hit rate 0.46% among 220,000; Cerulean-Runt/Venus-CBFb FRET ratio 530/480, 1 h; Q01196+Q13951; AID 1496;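 active = inhibition over about 50% at 20 µM in the single-dose screen, limit read from the data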;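 also: 0% = DMSO wells and 100% = excess unlabeled CBFb competitor control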
#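 Assay system: Cerulean-tagged RUNX1 Runt domain (FRET donor) fusion protein / Amount: 100 nM each of Venus-CBFb and Cerulean-Runt domain / Medium: Tris buffer pH 7.5 with salts and BSA / Also added: Venus-CBFb 100 nM / Schedule: 1 h complex formation plus 1 h compound treatment, room temperature / Signal: FRET fluorescence / Read-out: loss of energy transfer signal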
# KLK5 inh: kallikrein 5 (human) inhibition. recombinant hK5, fluorogenic AMC substrate cleavage. inhibition, % at 5 µM. hit rate 0.59% among 210,000;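 active = inhibition of 40% or more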;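 also: 0% = enzyme controls without compound and 100% = no-enzyme blanks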
# Target sequence (Q9Y337 67-293 limits assumed): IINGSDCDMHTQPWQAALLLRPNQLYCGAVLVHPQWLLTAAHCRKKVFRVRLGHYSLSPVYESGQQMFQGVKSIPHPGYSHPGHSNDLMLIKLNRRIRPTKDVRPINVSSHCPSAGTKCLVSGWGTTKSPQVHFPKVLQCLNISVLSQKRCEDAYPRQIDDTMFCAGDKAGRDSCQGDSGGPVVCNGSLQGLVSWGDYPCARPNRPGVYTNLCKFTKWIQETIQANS
# Wee1 stabilizer: inhibitors of human Wee1 degradation | AID 1321 | reporter increase, % at 5 µM | hit rate 1.2% among 220,000 | HeLa Luc-Wee1K328M stability, luciferase luminescence; 100% = proteasome inhibitor MG132 effect | P30291;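 active = activation above the mean of all tested compounds plus 3 SD, set per screening run, cut at about 8.8% in these data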;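 also: cells exposed to compound for 20 h before luminescence read; 0% = DMSO alone and 100% = MG132 at 30 µM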
# Runt-SMMHC FRET: inhibitors of human RUNX1 Runt domain binding to CBFb-SMMHC | Q01196+Q13951 | Cerulean-Runt/Venus-CBFb-SMMHC FRET ratio 530/480, 1 h | inhibition, % at 20 µM | hit rate 0.74% among 220,000;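 active = mean inhibition across duplicate retests at 20 µM reaching about 50%, limit read from the data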;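 also: 0% = DMSO wells and 100% = wells with excess untagged CBFb-SMMHC; inhibitors lower the FRET ratio by blocking Runt binding to CBFb-SMMHC; some results filed as inactive read as strong as hits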
# FXIa inh: blocks human coagulation factor XIa protease activity. P03951. purified FXIa, Boc-Glu-Ala-Arg-AMC fluorogenic substrate. inhibition, % at 5 µM. hit rate 0.14% among 220,000. AID 798;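 active = inhibition of at least 40%; inactive = inhibition below 40%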;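 also: fluorescence of freed AMC excited at 355 nm; 0% = enzyme without compound and 100% = no enzyme blank; many of its hits are not listed in these tables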
# FXIIa inh: factor XIIa (human) inhibition; P00748; purified FXIIa, Boc-QGR-AMC fluorogenic substrate, 2 h; inhibition, % at 5 µM; hit rate 0.3% among 220,000; in the data active = inhibition above about 40%;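 also: 0% = enzyme with no compound and 100% = blank without enzyme; many of its hits are not listed in these tables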
# Hck Nef HTS: inhibitors of human Hck kinase activated by Nef; P08631; Recombinant Hck-YEEI plus Nef, Z-Lyte FRET kinase assay; inhibition, % at 20 µM; hit rate 0.68% among 220,000;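 active = Hck-Nef kinase inhibition above about 50%, limit read from the data; inactive = inhibition below that limit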;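 also: 0% = DMSO with Hck plus Nef and 100% = Hck alone without Nef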
# Target sequence (P08631 whole entry, looked up): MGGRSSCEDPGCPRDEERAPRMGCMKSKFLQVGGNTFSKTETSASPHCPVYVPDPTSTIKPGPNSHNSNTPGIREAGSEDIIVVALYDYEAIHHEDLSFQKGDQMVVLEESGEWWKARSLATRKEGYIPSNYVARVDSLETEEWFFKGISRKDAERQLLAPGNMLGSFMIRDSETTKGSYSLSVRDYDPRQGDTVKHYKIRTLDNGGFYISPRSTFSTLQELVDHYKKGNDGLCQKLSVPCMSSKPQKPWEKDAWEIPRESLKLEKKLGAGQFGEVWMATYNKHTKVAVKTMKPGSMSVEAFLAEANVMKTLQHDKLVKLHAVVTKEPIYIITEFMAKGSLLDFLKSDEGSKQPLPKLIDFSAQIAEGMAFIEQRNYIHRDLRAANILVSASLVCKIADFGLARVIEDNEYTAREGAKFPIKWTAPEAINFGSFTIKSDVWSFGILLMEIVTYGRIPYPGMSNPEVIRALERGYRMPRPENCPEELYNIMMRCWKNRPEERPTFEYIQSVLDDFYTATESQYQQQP
# Thrombin inh: thrombin (human) inhibition | AID 1046 | P00734 | alpha-thrombin, Boc-VPR-AMC fluorogenic substrate cleavage | hit rate 0.26% among 220,000 | inhibition, % at 5 µM;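 active = inhibition at or above 40%; inactive = inhibition below 40%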;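 also: 0% = enzyme with no compound and 100% = wells without enzyme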
#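 Material: human alpha-thrombin protein. Incubation: reaction at ambient temperature. Technique: fluorescence of released AMC, ex 355 nm, em 460 nm. Control set: no-compound enzyme wells and no-enzyme blanks. Also added: Boc-VPR-AMC substrate, 15 µM final. Buffer or medium: pH 7.5 Tris (50 mM) with NaCl 150 mM, Tween 20 0.05%.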
# The depositor's hits bear a star; nt = no result given; & = joins results of further samples; ! = not confirmed by another sample; [ ] = another dose, or the depositor's remark.
# Start of the listing, in advance, two compounds:
14-3-3 Bad inh	Runt-CBFb FRET	KLK5 inh	Wee1 stabilizer	Runt-SMMHC FRET	compound	FXIa inh	FXIIa inh	Hck Nef HTS	Thrombin inh
0	1	1	-2	-1	COCCOC(=O)c1nccnc1C(=O)Nc1ccc(S(=O)(=O)N2CCOCC2)cc1	-2	1	14	-2
-6[fluorescence artefact?]	-2	1	1	-4	Cc1ccc(-n2c(C)cc(/C=N/NC(=O)c3ccc(CN4CCOCC4)cc3)c2C)cc1	-10	-3	1	-4

# The whole of this part (from the top)
14-3-3 Bad inh	Runt-CBFb FRET	KLK5 inh	Wee1 stabilizer	Runt-SMMHC FRET	compound	FXIa inh	FXIIa inh	Hck Nef HTS	Thrombin inh
0	1	1	-2	-1	COCCOC(=O)c1nccnc1C(=O)Nc1ccc(S(=O)(=O)N2CCOCC2)cc1	-2	1	14	-2
-6[fluorescence artefact?]	-2	1	1	-4	Cc1ccc(-n2c(C)cc(/C=N/NC(=O)c3ccc(CN4CCOCC4)cc3)c2C)cc1	-10	-3	1	-4
-23&-8[fluorescence artefact?]	-1&-1	-21&-17	11*!	0&-1	COc1ccc(-c2cn(-c3ccccc3)c3[n+]2CCS3)cc1	4&-2	6&1	3&2	-5&-3
-6	0	-2	-2	1	O=C(CN1C(=O)c2ccccc2C1=O)N1CCN(c2ccccc2)CC1	1	-3	6	1
-4	28	-7	2	70*	C(=N\n1cnnc1)/c1ccc(N2CCOCC2)s1	4	17	1	0
-16	0	1	0	-3	CC1Cc2ccccc2N1C1=CC(=O)CCC1 (centres undefined)	0	4	25	13
-10	-2	-13	8	1	CCC(C)c1ccccc1NC(=O)Cc1coc2cc3c(cc12)CCC3 (centres undefined)	0	4	3	-7
0	-1	5	2	-2	CCOC(=O)CSc1ccccn1	3	nt	-11	0
-10	0	-5	-2	2	CN(C)c1cc[n+](CC(=O)Nc2c(Cl)cc(Cl)cc2Cl)cc1	-1	11	13	3
-5	nt	6	1	-9	O=[N+]([O-])c1ccc(N2CCN(CCO)CC2)cc1Sc1nc2ccccc2[nH]1	0	16	-3	-1
-6[fluorescence artefact?]	-1	-19	2	0	CC1(C)SC2c3ccccc3C(=O)N2[C@@H]1C(=O)NCCCN1CCOCC1 (some centres undefined)	4	1	3	-3
-6	0	3	-1	-1	O=S(=O)(NC(=NCCc1ccc(Cl)cc1)c1ccccc1Cl)c1cccs1	1	5	15	1
-9	-1	10	-2	-1	Nc1ccccc1SCc1c(Cl)cccc1Cl	-9	3	12	-1
1	2	-17	1	0	Cc1ccc(NC(=S)NCCc2c[nH]c3ccccc23)cc1	2	0	-1	1
-1	1	-8	-1	5	CC1=NC(Nc2nc(C)c3ccccc3n2)=NC(C)(C)C1	3	12	-1	-3
-4	0	-22	3	-1	COc1ccc(CCNC(=O)Cn2cnc3ccccc3c2=O)cc1OC	0	-2	1	-7
2	-1	-10	-2	0	O=C(CSc1ccc(Br)cc1)Nc1ccccc1Oc1ccccc1	7	13	-3	-2
1	-4	-9	1	6	Cc1ccc(NC(=O)COC(=O)C(NS(=O)(=O)c2ccc(Cl)cc2)C(C)O)c(Br)c1 (centres undefined)	6	11	-23	-1
-5	0	-1	-3	-2	CCOC(=O)c1c(NC(=O)c2ccccc2N(C)S(=O)(=O)c2ccccc2)sc2c1CCCC2	-5	4	-2	-8
13[fluorescence artefact?]	-2	0	-2	4	O=C(COC(=O)CNS(=O)(=O)c1ccc2ccccc2c1)Nc1ccccc1Sc1ccccc1	-1	8	0	-7
3	0	-1	1	-2	CC(=O)c1ccc(NC(=O)Nc2ccc3c(c2)N(C)C(=O)CS3)cc1	2	14	0	1
1	-1	-3	0	2	CC1=C(C(=O)OCc2ccccc2)C(c2cccnc2)n2ncnc2N1 (centres undefined)	8	-12	0	5
-15	-1	-1	1	1	CC(C)C(NC(=O)C1CCCCC1)C(=O)Nc1ccc2c(c1)OCCO2 (centres undefined)	14	9	2	1
39	2	5	2	-1	CC(C)N(CCO)C(=O)CCc1nnc(CCCc2ccccc2)o1	3	7	25	-6
2	2	3	0	1	Cc1ccnc2nc(C(=O)Nc3ccc(S(=O)(=O)N4CCCC4)cc3)nn12	5	13	-2	1
-15[fluorescence artefact?]	2	15	0	2	CC1CCN(CC(=O)c2c[nH]c3ccccc23)CC1	-9	1	0	-5
-1	-1	4	-3	4	O=S(=O)(c1ccc(Cl)cc1Br)N1CCCCC1	6	22	0	3
13	0	1	0	-7	Cc1ccc(N2C(=O)C3ON(c4ccccc4)C(c4ccncc4)C3C2=O)cc1 (centres undefined)	1	0	-1	-2
11	-4	-17	1	-3	Cn1c(=O)c2c(nc(SCC(=O)Nc3ccccc3N3CCCCC3)n2C)n(C)c1=O	3	8	7	3
5	-1	20	-1	2	COc1ccc(CCNC(=O)C(=O)NCC2OCCN2S(=O)(=O)c2ccc(Br)cc2)cc1 (centres undefined)	9	13	-2	2
7	-1	-13	-1	-8	CCOc1ccc(N=C(C)c2ccccc2O)cc1	-2	7	2	-11
-18	nt	-12	-1	2	O=C(CN1CCCC1)N1c2ccccc2Sc2ccccc21	5	10	2	2
-8[fluorescence artefact?]	-1	-12	-1	-4	Cc1ccc(OCCC(=O)Nc2c(C)n(C)n(-c3ccccc3)c2=O)cc1	4	6	4	2
50	-12	0	3	31	S=c1[nH]nc(-c2cc(-c3ccccc3)n[nH]2)n1/N=C/c1ccc(Br)s1	12	4	3	1
-10	3	7	-2	-2	O=c1c2ccccc2ncn1Cc1ccco1	-1	2	-1	0
-6	3	-2	-2	-6	COc1ccc(CCN2CC34C=CC(O3)C(C(=O)NCc3ccccc3Cl)C4C2=O)cc1OC (centres undefined)	3	13	2	28
4	-4	-3	2	-3	CC1CCN(C(=O)C(C)Sc2nc(-c3ccccc3)cc(C(F)(F)F)n2)CC1 (centres undefined)	1	12	-16	-5
-7	12	-10	1	14	CCOc1ccc(NC(=O)C(c2ccccn2)N(C(=O)CCl)c2ccc(OC)cc2)cc1 (centres undefined)	13	15	9	0
60	0	-13	0	-2	CCCc1cc(=O)oc2cc(C)cc(OCc3nn[nH]n3)c12	-7	17	0	-6
-27	0	-17	1	2	O=C(COC(=O)c1ccccc1N1C(=O)C2C3CCC(C3)C2C1=O)c1ccccc1 (centres undefined)	-4	4	2	-10

# Structures above that contain a furan ring, fused or not:
14-3-3 Bad inh	Runt-CBFb FRET	KLK5 inh	Wee1 stabilizer	Runt-SMMHC FRET	compound	FXIa inh	FXIIa inh	Hck Nef HTS	Thrombin inh
-10	-2	-13	8	1	CCC(C)c1ccccc1NC(=O)Cc1coc2cc3c(cc12)CCC3 (centres undefined)	0	4	3	-7
-10	3	7	-2	-2	O=c1c2ccccc2ncn1Cc1ccco1	-1	2	-1	0

# (list continues)
14-3-3 Bad inh	Runt-CBFb FRET	KLK5 inh	Wee1 stabilizer	Runt-SMMHC FRET	compound	FXIa inh	FXIIa inh	Hck Nef HTS	Thrombin inh
-8	11	-22	-1	4	CCN(CC)c1ccc(C2C3CCCCC3(O)CCN2CC(=O)N2CCCCC2)cc1 (centres undefined)	-6	-7	-1	1
4[fluorescence artefact?]	-82	-12	1	-61	CCOC(=O)C1=C(O)/C(=C/c2ccc(OCC(=O)O)c(OCC)c2)SC1=Nc1ccc(OC)cc1	-1	1	2	-9
-8	0	-4	-2	2	CCc1nnc(NC(=O)CSc2nnc(-c3cccnc3)n2C)s1	-5	2	-11	-5
-4	-5	-5	1	0	CCOc1ccccc1OCCCC(=O)N1CCN(S(=O)(=O)c2ccc(C)cc2)CC1	-24	-3	-5	-4
2	0	2	-2	-3	CC(C)C(=O)c1cn(CC(=O)N2CCCc3ccccc32)c2ccccc12	6	13	-10	-1
-7	0	-5	1	0	NC(=O)c1ccsc1NC(=O)COC(=O)COc1ccccc1F	-3	0	2	17
-4	-1	-3	7	4	Cc1ccc(P(=O)(CSC(=N)N)c2ccc(C)cc2)cc1	5	7	-3	1
-1	-4	1	-3	3	Cc1cc(Nc2nc3ccccc3[nH]c2=O)n(-c2ccccc2)n1	2	3	-1	-8
11	-2	1	0	4	O=C(Nc1ccccc1)C12CC3CC(C1)CC(n1cnc([N+](=O)[O-])n1)(C3)C2	4	9	1	0
4	2	-7	-1	1	O=C(NC(Nc1nc2ccccc2s1)(C(F)(F)F)C(F)(F)F)c1ccccc1	-12	-9	1	-6
-4	-1	-2	0	-2	Cc1onc(-c2ccccc2)c1CNS(=O)(=O)c1cccc(Br)c1	1	3	13	-6
-10	0	-2	-3	-7	CCOc1ccc(OCCCCn2cnc3ccccc3c2=O)cc1	-4	nt	-11	-5
-9	25	-10	1	33	O=CN1CCc2scc[n+]2-c2ccccc21	5	14	-8	1
4[fluorescence artefact?]	-2	-25	1	-2	Cc1ccc(NC(=O)CS(=O)CC(=O)NC(C)CCc2ccco2)cc1Cl (centres undefined)	0	2	-21	0
-16	-1	-6	0	-3	Cc1ccc(CNC(=S)NCc2ccncc2)cc1	-4	8	0	1
10	1	4	-1	4	COc1ccc(OC)c(-c2cc(C(=O)N3CCCc4ccccc43)no2)c1	3	-6	0	-22
6	1	38	0	-8	Cc1cc(Br)ccc1OCC(=O)N1CCCCCC1	10	18	-9	18
6	-3	-9	-1	1	O=C(CN1CCCCC1)N/N=C/c1ccccc1OCc1ccccc1	1	15	5	-1
18	0	26	-2	0	CC1CN(C)C(C)C/C1=N\Oc1ccc([N+](=O)[O-])cc1 (centres undefined)	2	18	12	4
-3	-2	-8	-3	-1	COC(=O)c1[nH]c2cc(C)ccc2c1NC(=O)CN1CCN(c2ccccc2OC)CC1	-2	-1	1	0
9	1	-1	-2	-4	CCc1cc(C)c(O)c(CC)n1	3	18	0	-2
-1	-1	-5	2	2	O=C(COC(=O)C1CCN(S(=O)(=O)c2ccc3c(c2)OCCO3)CC1)Nc1ccccc1OC(F)F	2	7	3	-3
-9	0	-1	1	2	COc1cc(/C=N/O)ccc1OCc1ccccc1Cl	0	8	-2	-2
-4	5	-25	3	-1	Cc1ccc(C(=O)NC(=S)Nc2ccc3[nH]c(=O)[nH]c3c2)cc1C	-4	1	-1	-9
7[fluorescence artefact?]	0	-7	-1	4	CCn1c(SCC(=O)Nc2nonc2C)nnc1-c1ccoc1C	3	13	-2	1
6	14	-8	7	-7	CC(=Nc1ccccc1)c1sc2ccccc2c1O	-7	3	-2	1
-5	-1	-1	1	2	CCS(=O)(=O)Nc1cccc(C2=NN(S(=O)(=O)CC)C(c3ccccc3)C2)c1 (centres undefined)	-4	4	25	-10
-5	2	5	-2	1	CC(C)C(NC(=O)c1ccccc1NC(=O)c1ccco1)C(=O)NNC(=O)c1ccncc1 (centres undefined)	4	8	17	-3
-5	1	-2	-2	1	Nc1nc(N)c(C=Nc2ccc(Br)cc2)c(Nc2ccc(Br)cc2)n1	-8	4	23	-2
4[fluorescence artefact?]	-1	-8	-1	-1	CCOc1ccccc1OCCCC(=O)OCC(=O)Nc1cccc(Cl)c1	3	6	2	-7
-5	0	nt	-4	1	CC(C)(C)NC(=O)CC1C(=O)NCCN1Cc1c(F)cccc1Cl (centres undefined)	0	9	3	-1

# An unsorted share of the library; about 4.2% have a hit in one of these screens.
